Screens: PubChem, several laboratories
Anthrax LF prot = inhibitors of Bacillus anthracis lethal factor protease. multiplex microsphere protease cleavage assay, LF. inhibition, % at 10 µM. P15917. 360,000 compounds, 0.12% hits; further: plate controls were buffer without enzyme for full effect and enzyme alone for no effect
Target sequence (P15917 whole entry, looked up): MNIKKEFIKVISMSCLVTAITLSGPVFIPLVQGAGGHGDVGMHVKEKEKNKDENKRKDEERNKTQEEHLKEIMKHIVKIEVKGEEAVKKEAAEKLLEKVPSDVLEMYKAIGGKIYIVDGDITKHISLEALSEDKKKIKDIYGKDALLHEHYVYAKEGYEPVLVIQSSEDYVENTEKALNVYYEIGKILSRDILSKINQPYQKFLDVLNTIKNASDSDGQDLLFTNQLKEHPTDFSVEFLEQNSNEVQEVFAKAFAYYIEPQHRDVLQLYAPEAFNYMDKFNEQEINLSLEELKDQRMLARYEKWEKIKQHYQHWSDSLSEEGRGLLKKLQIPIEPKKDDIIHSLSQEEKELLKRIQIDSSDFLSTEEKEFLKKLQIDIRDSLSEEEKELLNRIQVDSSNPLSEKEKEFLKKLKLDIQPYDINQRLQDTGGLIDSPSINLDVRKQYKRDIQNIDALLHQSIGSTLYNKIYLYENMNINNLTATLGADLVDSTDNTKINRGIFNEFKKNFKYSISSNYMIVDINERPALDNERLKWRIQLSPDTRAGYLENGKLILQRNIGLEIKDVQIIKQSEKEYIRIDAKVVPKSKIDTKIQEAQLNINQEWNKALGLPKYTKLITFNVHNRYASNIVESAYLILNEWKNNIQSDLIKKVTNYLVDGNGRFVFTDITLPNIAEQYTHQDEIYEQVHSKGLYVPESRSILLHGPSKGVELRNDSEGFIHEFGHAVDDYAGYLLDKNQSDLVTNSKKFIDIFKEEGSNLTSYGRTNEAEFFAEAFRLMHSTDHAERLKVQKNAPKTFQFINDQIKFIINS
Vc quorum ag = quorum light induction in luxS cqsA deficient V. cholerae; V. cholerae BH1578 lux reporter, luminescence, 6 h; AID 588436; 350,000 compounds, 0.16% hits; activation, % at 18.7 µM; in the data active means activation mostly above about 9.7%, no sharp cut-off; further: not every result past the cut was called active; inactives centre near 0; reference of the scale not given here
BoNT A protease = inhibitors of Botulinum neurotoxin A light chain protease; 360,000 compounds, 0.17% hits; multiplex microsphere protease substrate cleavage, flow cytometry; inhibition, % at 10 µM; further: plate controls were buffer without enzyme for full effect and enzyme alone for no effect
DUSP3 inh = DUSP3 (human) phosphatase inhibition; inhibition, % at 13.3 µM; 290,000 compounds, 0.52% hits; recombinant VHR phosphatase, pNPP absorbance; P51452; in the data active means inhibition above about 50%; further: some compounds called inactive have numbers as strong as hits
Yp Topo-I inh = blocks Yersinia pestis topoisomerase I activity. Y. pestis Topo-I cleavage product accumulation, plate reader. activity, % at 10 µM. 360,000 compounds, 0.064% hits. AID 504884; in the data active means activity above about 50%, passing the limit was not always enough; further: inactives centre near 2
TcdB inh = blocks C. difficile toxin B glycohydrolase activity; P18177; TcdB glycohydrolase enzymatic assay, plate reader; inhibition, % at 9.99 µM; 350,000 compounds, 0.24% hits; in the data active means inhibition above about 10%
CCHFV vOTU inh = blocks the CCHF virus ovarian tumor domain protease; 370,000 compounds, 0.55% hits; inhibition, % at 11.5 µM; CCHFV vOTU protease, Pep-AMC fluorescence; AID 651958; in the data active means inhibition above about 30%; further: 0% = vehicle wells with enzyme and 100% = no enzyme wells
SARS 3CLpro inh = SARS-CoV 3CLpro protease inhibition; P0C6X7; recombinant SARS-CoV 3CLpro, quenched FRET peptide cleavage; inhibition, % at 6 µM; 290,000 compounds, 0.14% hits; in the data active means inhibition above about 12%
PfHsp40 rescue = compounds rescuing yeast from Plasmodium falciparum HSP40 toxicity. S. cerevisiae expressing PfHsp40, growth rescue, ATP luminescence. growth rescue, % at 12.5 µM. 340,000 compounds, 0.68% hits. AID 504582; in the data active means growth rescue above about 28%, passing the limit was not always enough;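 further: yeast W303a lacking pdr1 and pdr3 grown in galactose medium; growth measured after three days at 30 °C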
SSB-PriA inh = inhibitors of Klebsiella pneumoniae PriA binding to SSB C-terminal tail; AlphaScreen SSBct-PriA binding, biotinylated peptide; inhibition, % at 33 µM; 430,000 compounds, 0.6% hits; AID 1272365; in the data active means inhibition mostly above about 37%, no sharp cut-off; inactive means mostly below about 20%;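 further: plate controls were negative control peptide for no effect and reference peptide for full effect; strong numbers were not always called active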
Numbers without * were called inactive; i = inactive; · = no result given. Unless noted, no stated cut-off is given here; in the data, active means inhibition above about 30%; inconclusive means no clear call, values can overlap the other calls; inactive means below that. Not all compounds are listed, so the mix of outcomes need not match the whole.

SMILES	Anthrax LF prot	Vc quorum ag	BoNT A protease	DUSP3 inh	Yp Topo-I inh	TcdB inh	CCHFV vOTU inh	SARS 3CLpro inh	PfHsp40 rescue	SSB-PriA inh
CC(C)(C)C1CCc2c(C(=O)NNC(=O)CCC(=O)O)csc2C1 (stereo not drawn)	-1	-0.3	-0.9	21	-4	·	2	4	-1.8	-15
CC(C)(C)NS(=O)(=O)c1ccc(NC(=O)NC2CCCCC2)cc1	-2	-0.1	-1.2	0	3	·	2	-3	0.2	-8
Cc1ccc(NC(=O)C2CC=CCC2C(=O)N2CCCCC2)cc1 (stereo not drawn)	-2	-0.4	0.4	-1	-5	·	-5	-1	-1.1	-5
CNc1oc(-c2cccs2)nc1S(=O)(=O)c1ccccc1	-7	-0.6	-1.0	9	-3	-0.9	0	1	0.9	-4
COc1ccc(N2C(=O)CC(N3CCN(C(=O)c4ccco4)CC3)C2=O)cc1 (stereo not drawn)	-2	i	-0.3	17	1	-0.1	14	-1	0.7	-9
CC(=O)c1ccc(NC2=NCCCS2)cc1	-2	-0.9	-0.2	36	6	0.3	7	0	2.1	-3
COc1ccc(C(=O)N2CCCC2(C)C(=O)NCC(C)C)cc1C(F)(F)F (stereo not drawn)	-4	-0.6	0.3	·	9	2.4	6	·	·	·
COc1cc(C2c3c(-c4ccccc4)n[nH]c3C(=O)N2c2ccccc2)ccc1O (stereo not drawn)	-1	i	5.4	0	6	·	-2	1	1.9	7
CCC1CCCCN1C(=O)CSc1nnc(CNC(=O)COc2ccc(Cl)cc2)o1 (stereo not drawn)	-9	-0.3	-0.8	27	2	·	6	-4	-1.2	-12
O=C(COC(=O)c1nc(Cl)ccc1Cl)NCCc1ccccc1	-7	0.2	0.1	·	-4	3.7	12	·	-1.1	-3
CC1=C(C)/C(=N/OC(=O)c2cccc([N+](=O)[O-])c2)C=CC1=O	12	i	0.6	-9	1	·	·	4	-1.1	·
CC(C)CCC(CC(C)O)c1n[nH]c(=S)n1-c1ccccc1 (stereo not drawn)	1	-0.3	-0.3	-8	-3	·	1	-1	2.2	-3
CCS(=O)(=O)N1Cc2ccccc2CC1C(=O)NCc1cccc(OC)c1 (stereo not drawn)	-5	-4.5	0.0	5	1	-2.6	-17	-4	-1.6	-11
Cc1ccc(/C=N/Nc2ccc3c(C(F)(F)F)cc(C(F)(F)F)nc3n2)cc1	-1	-1.5	-0.5	32	4	·	·	2	-1.0	·
Cc1ccc2c(c1)cc1c(=O)n(CC(=O)N(C)c3ccccc3)nc(C)n12	5	i	-1.4	-8	4	1.6	-4	-4	0.5	4
CCCNC(=O)c1c(C)cc(=O)oc1C	-8	-1.8	0.0	-11	1	·	1	3	-0.8	-5
CC(=O)c1ccc(NS(=O)(=O)c2ccc3c(c2)N(C)CCO3)cc1	1	-0.2	1.5	-10	-4	2.6	7	1	-0.8	16
Cn1nc(C(F)(F)F)c(C(=O)Nc2ccc(F)cc2F)c1Sc1cccc(C(F)(F)F)c1	1	-0.2	-1.2	19	29	·	12	-2	-0.1	-10
O=C(Nc1ccc(OC(F)(F)F)cc1)C1=NCCN1	-4	-0.2	-0.6	37	-1	·	0	0	7.3	-6
COc1cccc(CNc2nc3ccccc3n2CCN2CCCCC2)c1	-4	-0.4	0.2	-18	13	·	-2	0	-1.4	2
CCNC(=O)N1c2ccc(OCC)cc2C(C)=CC1(C)C	-4	0.2	1.2	10	3	·	-16	7	1.5	12
CNCC(O)CN1CCN(c2ccccc2OC)CC1 (stereo not drawn)	-6	-1.8	-1.9	16	-7	-2.4	9	4	1.8	-4
Cn1ncc2nc[nH]c(=O)c21	8	-0.4	3.4	-1	2	·	0	-3	-0.6	-10
O=[N+]([O-])c1ccc(N2CCOCC2)cc1NCCCO	0	-0.3	0.2	25	-9	1.4	8	-3	-1.2	-7
O=[N+]([O-])c1cc(Cl)ccc1NCCc1ccccn1	-3	-0.1	0.1	21	2	1.4	7	1	-0.4	55*
O=C(COC(=O)CNC(=O)c1ccc(Cl)cc1)Nc1ccc(Cl)cn1	5	i	0.5	·	4	-0.4	-20	·	0.2	5
C=C(C)c1cccc(C(C)(C)NC(=O)N(C)C2CCN(C)CC2)c1	-7	-0.5	-1.6	16	1	-0.3	-8	-1	0.3	-12
O=c1c(-c2ccccc2)c(O)nc2ccccn12	-8	-1.4	-0.9	22	-8	1.1	-5	-5	-1.8	-2
O=C1CC(c2cccs2)CC(O)=C1C=NCCN1CCNCC1 (stereo not drawn)	-2	-0.5	-0.2	-4	6	0.1	-7	0	-0.5	7
Cc1occc1C(=O)/C(C#N)=C/c1ccc(O)c(Br)c1	-4	i	-0.7	22	-3	0.9	5	4	-0.2	-6
C[C@]12C=CC(=O)C=C1CC[C@@H]1[C@@H]2[C@@H](O)C[C@@]2(C)[C@H]1CC[C@]2(O)C(=O)COC(=O)CCC(=O)O	-1	-3.6	-0.4	5	4	0.8	17	4	2.0	-17
Cc1nc2ccccn2c(=O)c1NC(=O)c1ccc(Br)o1	4	-0.4	0.4	·	-5	1.1	-5	·	·	-2
CCOCC(=O)Nc1cc(C(=O)OC)ccc1C(=O)OC	2	-0.2	1.9	32	-3	·	-5	-4	1.1	-37
O=C(NC1CCCCC1)C1COc2ccccc2O1 (stereo not drawn)	·	-0.8	·	·	3	2.0	11	·	-0.7	-7
O=C(O)CCc1nc(-c2cccs2)no1	2	i	0.0	19	0	·	2	-6	0.3	-27
O=c1c2ccccc2nc(COc2ccccc2)n1/N=C/c1ccco1	1	0.6	0.2	-6	0	·	1	0	-1.4	·
O=C(Nc1ccc(F)cc1F)C1CCN(S(=O)(=O)c2cccnc2)CC1	-5	-0.2	-3.2	6	7	-0.8	3	3	0.0	-2
O=C(O)CN1C2=NCCCN2c2ccccc21	-1	-0.5	-1.4	30	-1	-0.2	-4	-5	-0.8	10
O=C(COC(=O)[C@@H]1CC(O)CN1S(=O)(=O)c1ccc([N+](=O)[O-])cc1)NC12CC3CC(CC(C3)C1)C2 (stereo partly drawn)	0	0.6	0.5	18	21	0.9	2	7	-0.6	-3
CCOc1ccc(Nc2cc(C)nc3c(C)cccc23)cc1	16	i	2.9	4	-2	0.5	-3	-2	-1.3	-5
COC(=O)C1=C(c2ccc(-c3ccccc3)c(F)c2)C[C@@H]2CC[C@H]1N2C(=O)NCc1cc(C)oc1C(F)(F)F	5	i	0.3	·	0	4.3	22	·	0.4	5
Cc1cccc2nc(CSc3ncccc3C(=O)O)cn12	-6	i	-0.6	7	-11	0.2	1	4	1.4	-15
CCOc1ccc(NC(=O)N(c2ccccc2)c2ccccc2)cc1	-4	-0.3	1.1	-10	12	-0.1	-10	2	-1.1	-2
Cc1ccc2nc(C3CCCCC3)c(Cc3ccccc3C(F)(F)F)n2c1	-1	·	-0.1	·	·	1.3	10	·	·	·
O=C(CN1CCN(c2ccccn2)CC1)NC(=O)NC1CCCCC1	-3	-3.0	0.2	12	8	·	2	-1	0.3	-7
CC(=O)C1=C(C)NC(SCC(=O)c2ccccc2)=C(C#N)C1CC(C)C (stereo not drawn)	1	·	0.9	20	23	·	-2	-4	2.4	-33
COc1ccc(CC(=O)Nc2ccccc2C(C)=O)cc1S(=O)(=O)N1CCOCC1	·	-0.5	·	·	11	2.0	-6	·	0.2	-4
COc1ccc(NC(=O)C2CCOC2=O)cc1 (stereo not drawn)	8	-0.4	0.0	·	1	0.3	14	·	0.8	-7
CN(Cc1ccccc1)C(=O)COC(=O)Cc1ccc(Cl)cc1	0	i	-0.1	·	14	2.6	2	·	0.8	-22
Cc1cccc(C)c1OCC(=O)Nc1ccc(NC(=O)c2ccco2)cc1	-3	i	-0.6	8	-7	0.3	0	4	-0.4	19
COc1cccc(CN2CCN(Cc3cc(OC)c(OC)cc3OC)CC2)c1	3	-0.6	-1.5	-13	1	1.2	15	3	0.9	-6
COC(=O)C1CCN(C(=O)/C=C/c2ccc3c(c2)OCO3)CC1	6	0.7	1.5	-16	7	-0.4	0	3	-2.3	-10
Cc1nn(CCO)c(N)c1C1(O)C(=O)Nc2c(Cl)cc(Cl)cc21 (stereo not drawn)	-1	-0.4	-0.1	26	6	-0.3	-7	-2	-0.1	4
O=C(c1ccc2c(=O)n(Cc3ccccc3)c(=S)[nH]c2c1)N1CCCC1	9	-0.3	4.5	-7	6	2.6	1	1	-1.0	-13
CC(=O)N1CCC2(CC1)C(C#N)=C(N)OC1=C2C(=O)CC(C)(C)C1	1	i	-0.1	23	-3	·	4	1	-0.2	-17
